# Bioassay records (PubChem)
# EP2 antag – blocks the human prostaglandin E2 receptor EP2; inhibition, % at 25 µM; C6 glioma cells expressing human EP2, cAMP TR-FRET; cells stimulated with saturating PGE2; P43116; hit rate 0.52% among 260,000;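 active = percent inhibition above 40 after rounding to a whole number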;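 note: rat C6 glioma host cells with rolipram phosphodiesterase inhibitor present; the protocol text gives 20 µM as final concentration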
# L929 necroptosis – blocks zVAD induced death of L929 cells; viability rescue, % at 10 µM; hit rate 0.38% among 220,000; L929 zVAD necroptosis rescue, ATP luminescence, 24 h; with zVAD 60 µM;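 active = activation, scaled between plate controls, above about 75%, limit read from the data; inactive = activation under that limit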;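 note: 0% = zVAD with DMSO and 100% = DMSO alone without zVAD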
# TNF necrop inh – TNF-alpha cell death inhibition in Jurkat FADD-/- cells. hit rate 0.068% among 220,000. AID 463075. activation (protection from cell death), % at 10 µM. Jurkat FADD-/- TNF necroptosis rescue, ATP luminescence, 24 h; 0 = TNF only, 100 = no-TNF cells;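 active = activation, meaning protection from cell death, of at least 50% relative to plate controls; inactive = activation below 50%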;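 note: necroptosis triggered by 40 ng/mL TNF-alpha added together with compound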
# Wee1 stabilizer – human Wee1 degradation inhibition, primary screen | HeLa Luc-Wee1K328M stability, luciferase luminescence; 100% = proteasome inhibitor MG132 effect | AID 1321 | P30291 | hit rate 1.2% among 220,000 | reporter increase, % at 5 µM;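 active = activation above the mean of all tested compounds plus 3 SD, set per screening run, cut at about 8.8% in these data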;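 note: cells exposed to compound for 20 h before luminescence read; 0% = DMSO alone and 100% = MG132 at 30 µM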
# PPC-1+TRAIL kill – compounds killing PPC-1 cancer cells with TRAIL present (potentiator screen, no TRAIL-free arm); PPC-1 cells + TRAIL, ATPLite viability luminescence; cell killing (% activity), % at 4 µM; hit rate 0.41% among 220,000;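 active = cell killing above 50% in the first pass at 4 µM, then a duplicate retest at 5 µM averaging 50% or more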;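 note: plate controls were cells with TRAIL plus DMSO for no effect and medium-only wells lacking cells for full effect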
# CHOP inhibitor – blocks CHOP induction under ER stress; CHO-K1 CHOP-promoter luciferase, tunicamycin-induced, 15-18 h; inhibition, % at 10 µM; hit rate 3.8% among 220,000;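 active = compounds that reduced the stress-induced luciferase reporter signal by more than about 70% of percent inhibition, limit read from the data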;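 note: 0% = tunicamycin plus vehicle and 100% = wells without tunicamycin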
# Tb hexokinase – T. brucei hexokinase 1 inhibition; recombinant TbHK1, G6PDH-coupled NADH A340; inhibition, % at 10 µM; hit rate 0.11% among 220,000; AID 1430;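 active = inhibition of 50% or more in the single-dose primary screen; inactive = inhibition below 50%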
# FXIIa inh 1536 – inhibitors of human coagulation factor XIIa; P00748; hit rate 0.3% among 220,000; AID 800; inhibition, % at 5 µM; purified FXIIa, Boc-QGR-AMC fluorogenic substrate, 2 h; in the data active = inhibition above about 40%;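 note: 0% = enzyme with no compound and 100% = blank without enzyme; many of its hits are not listed in these tables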
# FXIa inh – inhibitors of human coagulation factor XIa; purified FXIa, Boc-Glu-Ala-Arg-AMC fluorogenic substrate; hit rate 0.14% among 220,000; P03951; inhibition, % at 5 µM;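 active = inhibition of at least 40%; inactive = inhibition below 40%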;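 note: fluorescence of freed AMC excited at 355 nm; 0% = enzyme without compound and 100% = no enzyme blank; many of its hits are not listed in these tables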
# Target sequence (P03951 19-387 limits assumed): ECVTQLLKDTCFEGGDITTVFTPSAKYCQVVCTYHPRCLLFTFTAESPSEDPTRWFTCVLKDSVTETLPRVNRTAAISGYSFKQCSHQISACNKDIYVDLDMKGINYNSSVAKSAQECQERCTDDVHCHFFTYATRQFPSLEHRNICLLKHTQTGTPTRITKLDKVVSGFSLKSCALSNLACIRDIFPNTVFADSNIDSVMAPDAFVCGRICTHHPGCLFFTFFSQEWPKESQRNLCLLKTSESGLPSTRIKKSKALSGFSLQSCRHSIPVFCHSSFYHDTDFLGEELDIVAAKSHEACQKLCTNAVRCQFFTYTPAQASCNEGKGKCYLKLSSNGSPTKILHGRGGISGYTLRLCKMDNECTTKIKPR
# Target sequence (P03951 388-625 limits assumed): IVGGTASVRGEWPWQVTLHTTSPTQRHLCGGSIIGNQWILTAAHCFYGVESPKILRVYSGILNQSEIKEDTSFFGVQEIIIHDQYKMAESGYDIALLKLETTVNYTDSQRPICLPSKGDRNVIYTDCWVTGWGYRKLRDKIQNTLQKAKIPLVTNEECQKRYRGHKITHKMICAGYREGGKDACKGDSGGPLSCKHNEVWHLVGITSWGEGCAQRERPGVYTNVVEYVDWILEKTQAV
# * hit, by the source's call; / = no result given; & = joins results of further samples.
SMILES,EP2 antag,L929 necroptosis,TNF necrop inh,Wee1 stabilizer,PPC-1+TRAIL kill,CHOP inhibitor,Tb hexokinase,FXIIa inh 1536,FXIa inh
O=C(CSc1n[nH]c(-c2ccncc2)n1)c1ccccc1,14,0.3,-0.4,-1,-3,-5,5,-7,0
CC(C)c1ccc(-c2nc(N3CCCC3)nc3n[nH]c(N)c23)cc1,8,40,0.8,3,30,55,3,16,1
O=C(O)COc1ccccc1/C=N/NC(=O)c1cc2ccccc2cc1O,15,0.3,0.2,0,6,14,-48,7,22
Cn1c(=O)c([N+](=O)[O-])c(-n2cnc3ccccc32)c2ccccc21,12,7.7,-20,-2,7,74*,-20,8,-2
Cc1cc[n+](CC(=O)c2ccc(NC(=O)c3ccccc3)cc2)cc1,4,0.0,0.1,-1,1,-12,-9,3,-4
Cc1oc(-c2ccccc2F)nc1CS(=O)(=O)CC(=O)N1CCN(Cc2ccccc2)CC1,12,1.6,-2.6,-3,7,33,-7,8,-2
CCC(C)NC(=O)CSC1=Nc2ccccc2C2=NC(CC(=O)NCc3ccc(F)cc3)C(=O)N12 (stereo unspecified),11,-0.1,0.4,1,-3,16,-5,30,21
Cc1ccc(NC(=O)NNS(=O)(=O)c2ccc(Br)cc2)cc1,18,0.1,-1.4,0,3,24,4,23,18
Cc1nn(CC(=O)OCC(=O)Nc2ccccc2[N+](=O)[O-])c(C)c1[N+](=O)[O-],4,-0.1,0.2,0,3,33,31,-5,-3
O=C(OCc1ccc(Cl)cc1)c1cccnc1Cl,13,1.7,1.5,0,4,-20,2,1,-3
COc1ccc(NC(=S)NN(C)C(=S)Nc2ccc(OC)cc2)cc1,15,0.3,0.7,1,7,12,0,7,0
C=CCNC(=O)c1onc(CSc2cccc(C)c2)c1C(=O)O,13,0.2,-0.9,-2,12,27,-2,13,1
CCC(=O)Nc1c2c(nn1-c1ccccc1C)CSC2,12,0.1,-0.9,-1,7,20,-5,26,23
CCN(CC)S(=O)(=O)c1ccc(NC(=O)CN(c2ccc(OC)cc2OC)S(C)(=O)=O)cc1,10,-1.1,0.5,0,10,26,-6,14,6
COc1ccc(/C(N)=N/OC(=O)Cc2ccccc2)cc1,-1,0.5,1.4,-1,21,-11,3,3,3

# Records above printed as active in CHOP inhibitor:
SMILES	Wee1 stabilizer	CHOP inhibitor	Tb hexokinase	FXIIa inh 1536	FXIa inh
Cn1c(=O)c([N+](=O)[O-])c(-n2cnc3ccccc32)c2ccccc21	-2	74*	-20	8	-2

# The listing picks up, starting three compounds before the break.
SMILES,EP2 antag,L929 necroptosis,TNF necrop inh,Wee1 stabilizer,PPC-1+TRAIL kill,CHOP inhibitor,Tb hexokinase,FXIIa inh 1536,FXIa inh
CCC(=O)Nc1c2c(nn1-c1ccccc1C)CSC2,12,0.1,-0.9,-1,7,20,-5,26,23
CCN(CC)S(=O)(=O)c1ccc(NC(=O)CN(c2ccc(OC)cc2OC)S(C)(=O)=O)cc1,10,-1.1,0.5,0,10,26,-6,14,6
COc1ccc(/C(N)=N/OC(=O)Cc2ccccc2)cc1,-1,0.5,1.4,-1,21,-11,3,3,3
Cc1nc2ccc(S(=O)(=O)c3ccc4nc(C)[nH]c4c3)cc2[nH]1,7,0.1,-0.6,2,18,4,6,1,1
O=C(CNS(=O)(=O)/C=C/c1ccccc1)OCC(=O)N1CCC(Cc2ccccc2)CC1,10,1.8,4.1,2,12,8,8,2,-1
CC(C(=O)N1CCc2ccccc21)n1cccc1 (stereo unspecified),5,0.1,0.1,-3,-7,-2,49,21,20
O=C(O)CCCSCC(=O)Nc1ccccc1,6,-0.2,0.3,-3,8,-1,-11,17,-9
COC(=O)c1sc(SC)c(-c2ccon2)c1C,16,1.4,-0.5,3,6,22,-9,-2,-15
Cc1cc(C(F)F)n2nc(C(=O)Nc3ccc(F)cc3F)nc2n1,25,0.7,-0.9,0,16,30,2,-6,-2
Cc1cccc(OCc2nnc(SCC(=O)NCCc3ccccc3)o2)c1,8,-0.1,-2.7,0,0,43,-1,13,-5
O=C(O)c1ccccc1Cc1nc2cc(Cl)ccc2c(=O)[nH]1,6,-0.5,-0.2,0,-22,7,-5,11,1
COc1ccc(OC)c(C2CC(=O)NC(SC)=C2C#N)c1 (stereo unspecified),7,-0.7,-2.7,1,12,36,-4,15,4
Cc1cc(NC(=O)CSc2nc3c([nH]c4ccccc43)c(=O)n2-c2cccc(C(F)(F)F)c2)no1,5,0.5,2.9,-3,-1,29,-13,-7,4
O=C(CN1C(=O)c2ccccc2C1=O)Nc1nccs1,12,1.2,6.3,4,5,8,-6,4,3
N#Cc1ccc(/C=C/C(=O)c2cccnc2)cc1,4,-0.7,-7.5,-1,4,-22,-15,4,-2
Cc1ccc(/C=C2/C(=O)c3ccc(C(=O)O)cc3C2=O)o1,13,3.0,-1.3,1,5,-29,4,6,-1
c1cc(N2CCCC2)ccc1C(c1nnnn1C1CCCCC1)N1CCOCC1 (stereo unspecified),5&4,-0.4,-4.4,0,8,4,1,5,-2
C[C@@H]1CC=C[C@H]2[C@H]1C(=O)N(Cc1ccccc1)[C@H]2c1ccc(Br)cc1F,11,0.4,-3.9,/,7,49,2,8,2
COC(=O)c1cccc(-c2ccc(C(c3c(C)[nH][nH]c3=O)c3c(C)[nH][nH]c3=O)o2)c1,12,6.2,-3.9,2,6,-6,2,/,1
CCCSc1nc2c(c(=O)n(C)c(=O)n2C)n1Cc1ccc(C)cc1,21,0.6,-1.1,2,-7,77*,-3,12,5
CC(C)c1ccc(-c2nn(-c3ccccc3)cc2C2C(C#N)=C(N)OC3=C2C(=O)CC(C)(C)C3)cc1 (stereo unspecified),9,0.6,-0.3,-2,5,36,-7,-7,-8
O=C(CC12CC3CC(CC(C3)C1)C2)Nc1cccc2ncccc12,6,-0.2,1.2,-2,6,5,-5,3,-3
Cc1nn(-c2ccccc2)c2c1C(c1ccncc1)C(C#N)=C(N)O2 (stereo unspecified),10,0.1,-1.0,-2,10,-7,0,14,3
O=C1NC2(CCCC2)N=C1c1ccc(F)cc1,7,-0.7,1.5,0,-20,22,-4,-19,-3
O=C(O)C1CCCCC1C(=O)Nc1ccc(F)cc1F (stereo unspecified),0,0.4,-1.7,1,-12,12,3,5,1
COC(=O)CCN1CCN(S(=O)(=O)c2ccccc2Br)CC1,5,1.2,-0.7,1,5,-13,4,10,5
C(#CCN1CCOCC1)COC(c1ccccc1)c1ccccc1,2,-0.3,-2.2,-2,7,8,0,5,1
CS(=O)(=O)c1cnc2c(S(=O)(=O)c3ccccc3)cnn2c1N,8,-0.1,0.1,8.8*,-3,6,1,8,1
CN(Cc1cnccn1)C(=O)CC1C(=O)NCCN1Cc1c(F)cccc1Cl (stereo unspecified),10,0.2,-0.2,0,16,13,-6,6,0
CN1CCN(S(=O)(=O)c2cccc(C(=O)Nc3nccs3)c2)CC1,13,1.3,4.9,-1,5,21,-16,7,-4
O=C(O)CCCSc1nccn1-c1ccccc1,3,-0.8,-0.4,-1,14,4,2,4,-4
CCCS(=O)(=O)N1CCn2c(nc3ccccc32)C1,/,0.1,0.1,4,-1,8,-7,0,-8
OC(CN1CCCCC1)CN1CCCCC1,16,0.6,-0.5,0,-47,-18,8,7,2
CC(C)(C)NS(=O)(=O)c1ccc(CCC(=O)Nc2ccc3c(c2)OCO3)cc1,9&14,0.1,-0.4,2,5,12,-1,8,1
COc1ccc(-c2cn(-c3ccc(Cl)cc3)c3[n+]2CCCCC3)cc1,8,-0.3,0.1,6,21,2,6,6,6
COCC(=O)N(C)C1(c2nnnn2CCOC(=O)Nc2ccc(Cl)cc2)CCCCC1,2,-1.3,-0.2,0,4,1,6,12,5

# Shown with bars between the fields: part of the list above
Molecule | EP2 antag | L929 necroptosis | TNF necrop inh | Wee1 stabilizer | PPC-1+TRAIL kill | CHOP inhibitor | Tb hexokinase | FXIIa inh 1536 | FXIa inh
CN1CCN(S(=O)(=O)c2cccc(C(=O)Nc3nccs3)c2)CC1 | 13 | 1.3 | 4.9 | -1 | 5 | 21 | -16 | 7 | -4
O=C(O)CCCSc1nccn1-c1ccccc1 | 3 | -0.8 | -0.4 | -1 | 14 | 4 | 2 | 4 | -4
CCCS(=O)(=O)N1CCn2c(nc3ccccc32)C1 | / | 0.1 | 0.1 | 4 | -1 | 8 | -7 | 0 | -8

# Another view of 6 compounds above.
smiles	EP2 antag	L929 necroptosis	TNF necrop inh	Wee1 stabilizer	PPC-1+TRAIL kill	CHOP inhibitor	Tb hexokinase	FXIIa inh 1536	FXIa inh
C(#CCN1CCOCC1)COC(c1ccccc1)c1ccccc1	2	-0.3	-2.2	-2	7	8	0	5	1
CN(Cc1cnccn1)C(=O)CC1C(=O)NCCN1Cc1c(F)cccc1Cl (stereo unspecified)	10	0.2	-0.2	0	16	13	-6	6	0
CCCSc1nc2c(c(=O)n(C)c(=O)n2C)n1Cc1ccc(C)cc1	21	0.6	-1.1	2	-7	77*	-3	12	5
O=C(O)C1CCCCC1C(=O)Nc1ccc(F)cc1F (stereo unspecified)	0	0.4	-1.7	1	-12	12	3	5	1
COC(=O)CCN1CCN(S(=O)(=O)c2ccccc2Br)CC1	5	1.2	-0.7	1	5	-13	4	10	5
COc1ccc(-c2cn(-c3ccc(Cl)cc3)c3[n+]2CCCCC3)cc1	8	-0.3	0.1	6	21	2	6	6	6

# The list is partial, so the mix of outcomes need not match the whole.
